# Screens deposited in PubChem BioAssay by several laboratories.
# CYP2C9 activ: human CYP2C9 activators, primary screen, biochemical, luminescence | activation factor at 5 µM | recombinant CYP2C9, luciferin-H conversion; active compounds read high; factor 1 = untreated enzyme, 0 = blocked | hit rate 1.4% among 96,000 | Cytochrome P450 2C9 (Homo sapiens), P11712 | AID 1024, 2008;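 active = activation factor of 2 or more for CYP2C9 at a 5 µM dose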;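 note: 0 = sulfaphenazole-blocked wells and 1 = vehicle-only wells; values of inactives mirror those of a sister screen read the other way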
# Target sequence (P11712 whole entry, looked up): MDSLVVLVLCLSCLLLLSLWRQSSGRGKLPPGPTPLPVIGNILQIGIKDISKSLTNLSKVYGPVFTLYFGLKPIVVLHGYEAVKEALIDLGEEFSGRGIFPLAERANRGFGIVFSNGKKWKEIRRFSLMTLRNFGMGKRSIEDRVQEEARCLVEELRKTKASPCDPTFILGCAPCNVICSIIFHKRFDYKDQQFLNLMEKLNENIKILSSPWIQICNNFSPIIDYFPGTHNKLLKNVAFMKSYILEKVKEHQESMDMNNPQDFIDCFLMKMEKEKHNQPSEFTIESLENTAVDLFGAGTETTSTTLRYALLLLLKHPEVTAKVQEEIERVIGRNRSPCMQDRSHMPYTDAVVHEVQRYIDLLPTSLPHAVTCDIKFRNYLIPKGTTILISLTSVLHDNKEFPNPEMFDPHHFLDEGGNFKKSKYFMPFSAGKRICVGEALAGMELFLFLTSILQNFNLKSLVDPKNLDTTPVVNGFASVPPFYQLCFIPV
# LYP act: LYP phosphatase activators, primary screen, biochemical, DiFMUP fluorescence, 2 µM; Tyrosine-protein phosphatase non-receptor type 22 (Homo sapiens), Q9Y2R2; recombinant LYP; 0 = plate median, 100 = signal doubled; activation, % at 2 µM; hit rate 0.11% among 96,000; AID 697, 2007;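 active = activation at 2 µM above a set limit, the mean plus 5 SD, cut at about 37% in these data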
# PLK1 PBD inh: Plk1 polo box domain binding inhibitors, primary screen, biochemical, fluorescence polarization; inhibition, %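 (tested at about 20 µM)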; AID 693, 2007; hit rate 0.13% among 97,000; Plk1 PBD phosphopeptide binding; in the data active = inhibition above about 34%, passing the limit was not always enough
# PLK1 kinase inh: human PLK1 kinase inhibitors, primary screen, biochemical, TR-FRET; recombinant PLK1 kinase, TR-FRET peptide phosphorylation; inhibition, % at 10 µM; hit rate 0.53% among 97,000;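 active = inhibition of 50% or more in the single-concentration screen; inactive = inhibition below 50%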;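 note: 0% = DMSO max control and 100% = H-89 dihydrochloride min control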
# Candida biofilm: clotrimazole potentiators killing Candida biofilms, primary screen, with clotrimazole, Alamar Blue | C. albicans biofilm + clotrimazole | inhibition, % at 6 µM | hit rate 0.14% among 85,000 | AID 834, 2007;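 active = inhibition above 20%; inactive = inhibition below 20%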;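 note: preformed 24 hr biofilms exposed to compound for 48 hr; 0% = biofilm without compound and 100% = blank killed by clotrimazole plus chlorhexidine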
# CYP2C9 inhib: blockers of cytochrome P450 2C9 activity – biochemical, luminescence, ADME assay, primary screen. P11712. inhibition, % at 5 µM. AID 777, 2007. hit rate 20% among 96,000. CYP2C9 Supersomes, luciferin-H conversion;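 active = blocking of liver enzyme CYP2C9 beyond about 50% at 5 µM, limit read from the data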; note: values of inactives mirror those of a sister screen read the other way
# LYP inh 2: PTPN22 phosphatase inhibitors, primary screen, biochemical, DiFMUP fluorescence, 2 µM | Tyrosine-protein phosphatase non-receptor type 22 (Homo sapiens), Q9Y2R2 | recombinant LYP catalytic domain | inhibition, % at 2 µM | hit rate 0.21% among 96,000 | AID 640, 2007;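 active = inhibition at 2 µM at or above a set limit, the screen mean plus 3 SD, cut at about 24% in these data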;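 note: 0% = DMSO with enzyme and 100% = enzyme fully blocked by orthovanadate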
# EphB4 antag: EphB4-ephrin-B2 interaction antagonists, primary screen, biochemical, TNYL-RAW peptide probe, fluorescence polarization; Ephrin type-B receptor 4 (Homo sapiens), P54760; EphB4 LBD / TNYL-RAW-Alexa532 peptide; inhibition, % at 7 µM; hit rate 0.15% among 97,000; AID 720, 2007;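 active = inhibition above the screen-wide mean inhibition plus 3 SD, cut at about 15% in these data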;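 note: 0% = DMSO wells and 100% = excess unlabeled TNYL-RAW peptide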
# HIV Rev-RRE inh: HIV-1 Rev-RRE binding inhibitors, primary screen, biochemical, FRET, protein-RNA interaction; inhibition, % at 8 µM; hit rate 0.79% among 97,000; P05866; Rev peptide-RRE RNA binding;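 active = inhibition above the screen-wide mean plus 3 SD, cut at about 35% in these data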;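 note: 0% = median DMSO wells and 100% = median Neomycin B control wells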
# Target sequence (P05866 whole entry, looked up): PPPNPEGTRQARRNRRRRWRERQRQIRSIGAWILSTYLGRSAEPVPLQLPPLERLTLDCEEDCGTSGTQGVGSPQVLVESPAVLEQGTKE
#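 Assay system: labelled RRE RNA duplex and labelled Rev peptide / Medium: HEPES pH 7.5 salt buffer with EDTA / Reagent: labelled Rev peptide / Schedule: 5 + 15 min at 25 °C / Signal: FRET, excitation 480 nm, emission 540 nm donor and 671 nm acceptor / Benchmarks: DMSO and neomycin B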
# Numbers without * were called inactive; / = not tested or not shown.
SMILES,CYP2C9 activ,LYP act,PLK1 PBD inh,PLK1 kinase inh,Candida biofilm,CYP2C9 inhib,LYP inh 2,EphB4 antag,HIV Rev-RRE inh
CCOC(=O)CC1C(=O)NCCN1S(=O)(=O)c1ccccc1Cl (stereo not drawn),1,-4,-28,-9,/,-3,6,2,8
Cc1ccc(NS(=O)(=O)c2ccc(NS(=O)(=O)c3cccs3)cc2)cc1,0.1,-2,32,-2,5,87*,3,-5,-2
CCCCOc1ccccc1NC(=O)C=C(C)C,1,-8,7,-1,4,4,7,8,4
N#CCSc1nc(-c2ccccc2)cs1,1.5,0,-22,-11,/,-51,0,7,6
COc1ccc(C(=O)CN2C(=O)NC(C)(c3ccc(C)cc3)C2=O)cc1OC (stereo not drawn),0.8,3,-7,-19,5,17,1,-6,-5
Cc1ccc2c(c1)NC(=O)C(CC(=O)NCCN(CC(C)C)CC(C)C)O2 (stereo not drawn),0.5,-3,0,-16,-10,51*,1,-2,0
CCC(=O)NC(=S)NNC(=O)c1ccc([N+](=O)[O-])cc1,1.1,7,-5,-8,/,-11,-1,7,7
Cc1ccc(C2CC(C(F)F)n3ncc(C(=O)Nc4cnn(Cc5ccccc5C)c4)c3N2)cc1 (stereo not drawn),0.4,5,-34,-13,6,62*,-5,-1,1
CC1=C(C#N)C2C(/C1=N/O)C2(C)C (stereo not drawn),0.8,-2,-27,-11,1,20,1,-8,3
CCN(Cc1ccccc1)Cc1cccc([N+](=O)[O-])c1,0.7,-12,-17,-10,/,32,14,1,4
O=S(=O)(NCC1CCCO1)c1ccc2ccccc2c1 (stereo not drawn),3*,1,-3,4,8,-199,0,4,-5
COCCNC(=O)C1=C(N)C(C(=O)Nc2ccc(C)c(S(=O)(=O)N3CCCCC3)c2)SC1=Nc1ccc(C)cc1C (stereo not drawn),0.2,-1,0,-11,/,75*,-1,1,1
O=C(NCS(=O)(=O)c1ccccc1)c1ccccc1,0.9,2,-19,4,2,12,-4,-6,4
CCCC1(C(=O)OCC)NC(c2ccc(OC)cc2OC)C2C(=O)N(c3ccccc3)C(=O)C21 (stereo not drawn),/,4,-5,-7,5,/,-4,3,8
COc1cccc(-n2ccnc2SCC(=O)NCc2ccccc2)c1,0.7,0,26,-19,9,34,1,-3,-4
COC(=O)C(NNc1ccccc1C)(NC(=O)c1ccc(F)cc1)C(F)(F)F (stereo not drawn),0.5,3,-4,-4,/,54*,0,2,6
CCOC(=O)CSc1ncc(OC)c(=O)[nH]1,1.1,8,24,1,/,-7,-7,2,9
CCOC(=O)N(C)c1ccc(C(O)(C(F)(F)F)C(F)(F)F)cc1,0.5,-8,4,-9,5,47,4,1,6
CCc1ccc(N=CC2=C(O)CC(c3ccco3)CC2=O)cc1 (stereo not drawn),0.8,15,-23,-13,-3,21,-16,-4,0
Cc1ccc(-c2cn(S(=O)(=O)c3ccc(C)cc3)nc2N)cc1,0.6,7,-10,-5,4,41,-6,6,5
CS(=O)(=O)N(CC(=O)N1CCCCC1)C1CCCCC1,0.9,2,-9,-8,0,6,-2,-6,3
COC(=O)c1sc(N2C(=O)C(O)=C(C(=O)c3ccc(C)o3)C2c2ccc(F)cc2)nc1C (stereo not drawn),0.2,-20,4,-12,4,80*,22,0,34
CCN1CCN(C(c2ccccc2OC)c2nnnn2C2CCCCC2)CC1 (stereo not drawn),1.1,-4,-28,-6,-2,-14,3,4,4
COc1ccccc1NC1=NC(C)(C)N=C(N)N1,1,0,3,-11,2,-2,0,-6,-1
CCCSC1=C(C#N)C(c2ccccc2OCC)CC(=O)N1 (stereo not drawn),0.8,0,-15,-14,3,23,0,5,6
COc1ccc(/C=C2/SC(=S)N(CCC(=O)O)C2=O)cc1,0.9,0,20,-14,/,9,-2,-3,-1
CCOc1ccc(CC(=O)Nc2ccc(S(=O)(=O)Nc3cc(C)on3)cc2)cc1OCC,0.9,3,-25,-2,6,7,-6,-8,1
O=C(O)c1cnn(-c2ccccc2)c1-n1cccc1,/,12,-10,-7,/,/,-15,3,-1
Cc1ccc(SCCC(=O)NCc2ccco2)cc1,0.3,12,14,-9,1,69*,-16,-7,2
COc1ccccc1NC(=O)CSc1nnc(C)n1CC1CCCO1 (stereo not drawn),/,14,4,-8,-1,/,-15,6,0
COc1ccc(CCNC(=O)CSc2nc(C)nc3c2oc2ccccc23)cc1OC,0.4,-4,-8,-15,2,58*,3,-2,5
O=C(Cn1nc(-c2ccccc2)ccc1=O)NCC1CCCO1 (stereo not drawn),1.2,-2,13,-6,9,-20,4,4,9
CCN(CC)S(=O)(=O)c1ccc(N=Nc2c(C)[nH]n(C(N)=S)c2=O)cc1,/,-4,-15,-10,9,/,4,-7,-4
COc1cccc(-c2cc(C(=O)Nc3cc(OC)c(OC)c(OC)c3)no2)c1,0.7,-4,6,-8,6,31,0,4,11
O=C(CSc1ncc(-c2ccc(F)cc2)n1Cc1ccco1)Nc1nccs1,0.9,-2,12,-1,-1,9,1,0,0
C=CCn1c(Cc2cccs2)nnc1SCC(=O)Nc1ccc(OC)cc1,0.8,11,30,-2,3,23,-14,-5,-1
O=C(OCC(=O)N1CCN(C(=O)c2ccco2)CC1)c1ccccc1C(=O)c1ccccc1,0.8,-8,6,5,5,18,6,11,7
N#CCCN1CCN(C(=S)c2ccc(-c3cccc(Cl)c3)o2)CC1,0.7,2,-38,-5,/,32,-5,-10,0
O=c1c2c(nc3n1CCCCC3)-c1ccccc1CC21CCCC1,0.7,3,-15,4,-6,30,-3,2,9
COc1cc(OC)cc(C(=O)NCC(=O)N2CCC(C)CC2)c1,/,-1,4,-14,11,/,0,0,-1
CC(C)(C)OC(=O)N[C@@H](Cc1ccccc1)c1nnc(SCC(=O)c2ccc(Cl)cc2)o1,0.4,-12,29,-6,3,61*,13,-2,9
Fc1cccc(Cl)c1-c1nnc2ccc(N3CCOCC3)nn12,0.5,2,-14,-44,11,49,0,1,2
CCOC(=O)c1cc(C(C)(C)C)oc1CNC(=O)c1c(C)oc2c1CCCC2,/,1,-11,-22,1,/,0,-13,-3
COC(=O)c1ccccc1NC(=O)C12CC3CC(C1)CC(n1cnc(Cl)n1)(C3)C2,/,-3,-14,-18,6,/,3,3,15
O=C(OCN1C(=O)c2ccccc2C1=O)C1CCCCC1,1.1,-3,-16,-12,6,-13,1,-8,4
CN(CC(=O)N1CC=C(c2ccccc2)CC1)S(=O)(=O)c1cnc[nH]1,0,0,-18,0,-1,99*,-1,7,6
Cc1ccc(C)c(/C(O)=C2\C(=O)C(=O)N(CCCn3ccnc3)C2c2ccncc2)c1 (stereo not drawn),0.5,-10,-8,-7,-6,53*,9,-2,5
CC(=O)c1cccc(NC(=O)CN(c2ccc(F)cc2)S(C)(=O)=O)c1,0.9,4,6,-6,2,6,-5,-1,7
COC(=O)c1cc2ccccc2c(=O)s1,1.4,4,2,-9,8,-42,-6,-1,5
NS(=O)(=O)c1cccnc1Nc1cccc(Cl)c1Cl,1,-9,-2,-4,/,4,6,5,6
# Later entries:
SMILES,CYP2C9 activ,LYP act,PLK1 PBD inh,PLK1 kinase inh,Candida biofilm,CYP2C9 inhib,LYP inh 2,EphB4 antag,HIV Rev-RRE inh
C=CCc1cccc(/C=N/NC(=O)CNc2ccccc2)c1O,1.1,0,0,-5,/,-10,2,0,5
O=C1CC(C(=O)NC2CCCCC2)C(c2ccccc2)O1 (stereo not drawn),1.3,-5,-6,-4,5,-30,9,-4,4
NC(=O)C1CCN(CCC(=O)Nc2ccc(Br)cc2)CC1,/,7,-1,-20,4,/,-8,0,6
COCC(C)NC(=O)c1cc(-c2ccccc2OC)on1 (stereo not drawn),2.5*,-8,28,-5,4,-149,6,-2,-2
C=CCn1c(SCCCCCC)nc(O)cc1=O,0.9,-2,1,-7,-6,9,2,0,-3
Cn1nc(C(=O)Nc2cccc(C(F)(F)F)c2)ccc1=O,1.2,-2,5,-6,6,-22,1,-2,0
COc1ccc(C2NC(=O)NC(C)=C2C(=O)OCc2ccc3c(c2)OCO3)cc1OC (stereo not drawn),/,-3,-23,-11,8,/,3,-4,2
NC(=O)c1ccccc1NS(=O)(=O)Cc1ccc(Cl)cc1,1.6,-12,-3,-7,8,-57,14,2,6
O=C(c1ccco1)N1CCN(C(c2ccc(F)cc2)c2nnnn2Cc2cccs2)CC1 (stereo not drawn),0.7,13,-6,-3,2,30,-9,-2,8
O=C(Nc1cccc(Cl)c1Cl)c1ccncc1,0.3,1,-31,54*,0,69*,0,0,5
O=C(CN1CCc2ccccc2C1)NCc1ccco1,0.6,8,-13,-5,/,35,-10,2,6
CCNC(=O)/N=C1/NC(=O)C(C(C)C)O1 (stereo not drawn),1,-1,1,-8,9,4,2,8,7
CCOc1cc(C(=O)N(C)c2ccccc2)cc(OCC)c1OCC,0.8,7,-4,-13,-3,22,-8,2,0
O=C(O)CCN1C(=O)C2CCCCC2C1=O (stereo not drawn),1.3,-15,0,-5,37*,-27,11,2,2
COc1cc(NS(=O)(=O)c2ccc(NC(=S)NC(=O)C3CCCC3)cc2)nc(OC)n1,1,-10,24,-4,5,4,12,-2,-1
CCOc1ccc(CN(CCO)CCO)cc1C(=O)OC,0.9,-9,-15,0,10,5,8,4,2
Cc1ccc(S(=O)(=O)CC(=O)N(C)C)cc1,/,2,-13,-8,3,/,-2,5,11
CSc1ccccc1C(=O)NCc1ccc(S(N)(=O)=O)cc1,0.9,11,-3,-10,1,10,-14,-1,6
Cc1cc(C)n(-c2ccc(C(=O)OCC(=O)Nc3ccc(Cl)c(S(=O)(=O)N(C)C)c3)cc2)n1,1.7,6,-2,-9,4,-69,-5,-2,11
O=C(COc1ccccc1)NCc1nnc(SCC(=O)Nc2nccs2)n1-c1ccccc1,0.8,-5,22,1,5,15,2,3,1

# Part of the list above, as tab-separated lines.
SMILES	CYP2C9 activ	LYP act	PLK1 PBD inh	PLK1 kinase inh	Candida biofilm	CYP2C9 inhib	LYP inh 2	EphB4 antag	HIV Rev-RRE inh
CCOC(=O)CC1C(=O)NCCN1S(=O)(=O)c1ccccc1Cl (stereo not drawn)	1	-4	-28	-9	/	-3	6	2	8
COCC(C)NC(=O)c1cc(-c2ccccc2OC)on1 (stereo not drawn)	2.5*	-8	28	-5	4	-149	6	-2	-2
CCN1CCN(C(c2ccccc2OC)c2nnnn2C2CCCCC2)CC1 (stereo not drawn)	1.1	-4	-28	-6	-2	-14	3	4	4

# (listing goes on)
SMILES,CYP2C9 activ,LYP act,PLK1 PBD inh,PLK1 kinase inh,Candida biofilm,CYP2C9 inhib,LYP inh 2,EphB4 antag,HIV Rev-RRE inh
O=C(COC(=O)C1CC(=O)N(Cc2ccccc2)C1)Nc1ccc2c(c1)OCO2 (stereo not drawn),0.7,-9,-20,-6,8,32,6,8,8
COc1ccc(C(O)(C(=O)NNc2ccc(C)cc2)c2cccs2)cc1 (stereo not drawn),0.8,2,-2,-6,/,24,-5,-2,5
CCN(CC)C(=O)c1sc(NC(=O)c2ccc(C)c([N+](=O)[O-])c2)c(C#N)c1C,1,3,0,-6,/,2,1,8,10
CCN(CC(=O)NCCc1ccccc1)S(=O)(=O)c1ccc(Br)cc1,1.5,12,-33,-13,/,-51,-6,-4,4
